ALOX12 inhib = 12-hLO (ALOX12) enzyme inhibition | purified 12-hLO, xylenol orange hydroperoxide absorbance | Potency, µM (top dose mostly 57.1 µM), without a hit: at the highest dose activity change, negative = inhibition, usual class: inhibitors | hit rate 0.12% among 150,000; note: potency is the fitted concentration of half-maximal effect; nearly all actives have a fitted effect of over 55% in size; many of its hits are not listed in these tables
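Hydroperoxide output read as Fe(III)-xylenol orange absorbance, 573-to-405 nm ratio, after 30 min reaction with 40 uM arachidonic acid. Enzyme: 150 nM purified human 12hLO, 15 min compound preincubation; 25 mM Hepes pH 7.0, room temperature.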
PNC assembly inh = inhibitors of perinucleolar compartment assembly; AID 2417; hit rate 3.1% among 140,000; activity change (PNC), negative = inhibition, % at 10 µM; PC3M PTB-GFP, PNC prevalence imaging, 16 h; hits give low values;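 active = readout at or below -70, meaning at least 70% loss of cells showing the perinucleolar compartment, a nuclear body marking cancer cells; inconclusive = readout between -30 and a set limit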;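 note: plate controls were DMSO wells for no effect and camptothecin positive control wells for full effect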
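PC3M cells stably expressing PTB-GFP, 750–1000 cells/well, treated 16 h at 37 °C with compound (23 nl of library stock), in duplicate. After paraformaldehyde fixation and Hoechst stain, imaged at 20x; PNC prevalence scored by image analysis.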
ALOX15B inhib = inhibitors of human 15-lipoxygenase 2 (ALOX15B); O15296; purified 15hLO-2, xylenol orange hydroperoxide absorbance; Potency, µM (titrated, usually from 57.1 µM), inactives show at the highest dose activity change, negative = inhibition, hits mostly inhibitors; hit rate 0.56% among 110,000; note: potency is the fitted concentration of half-maximal effect; nearly all actives have a fitted effect of over 60% in size; many of its hits are not listed in these tables
Target sequence (O15296 whole entry, looked up): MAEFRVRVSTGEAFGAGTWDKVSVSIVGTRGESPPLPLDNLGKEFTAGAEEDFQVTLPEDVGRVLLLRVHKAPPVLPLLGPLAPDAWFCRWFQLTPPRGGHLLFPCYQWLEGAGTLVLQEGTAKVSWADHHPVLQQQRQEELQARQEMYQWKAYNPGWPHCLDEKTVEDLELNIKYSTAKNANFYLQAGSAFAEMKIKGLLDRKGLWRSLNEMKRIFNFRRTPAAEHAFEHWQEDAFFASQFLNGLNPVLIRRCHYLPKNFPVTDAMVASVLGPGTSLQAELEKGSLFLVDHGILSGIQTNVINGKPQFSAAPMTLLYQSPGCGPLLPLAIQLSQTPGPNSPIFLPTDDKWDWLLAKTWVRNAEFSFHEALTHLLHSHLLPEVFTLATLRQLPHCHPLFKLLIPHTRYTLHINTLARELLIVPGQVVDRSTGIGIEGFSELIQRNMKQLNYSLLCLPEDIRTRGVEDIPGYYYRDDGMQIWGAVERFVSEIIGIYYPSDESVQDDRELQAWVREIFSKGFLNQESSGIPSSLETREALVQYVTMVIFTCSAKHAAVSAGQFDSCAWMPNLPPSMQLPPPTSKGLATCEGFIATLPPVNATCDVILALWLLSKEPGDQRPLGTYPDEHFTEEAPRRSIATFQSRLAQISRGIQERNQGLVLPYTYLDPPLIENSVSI
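Read-out: hydroperoxide product oxidises ferrous iron, measured as xylenol orange complex via the 573-to-405 nm absorbance ratio after 30 min. Reaction: 50 nM enzyme, 15 min compound preincubation, 45 uM arachidonic acid, 90 min RT, Hepes pH 7.5 with Triton X-100.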
IMPase inh = IMPase inhibition in cells; P97697; CHO-M1 cells, IP1 accumulation, HTRF TR-FRET ratio; 120,000 tested, under 10 active; AID 901; inhibition (IP1 accumulation), % at 46.1 µM; active = well fitted curve in the direction sought with a large enough effect in the signal ratio, not every such curve was filed as active; inconclusive = small, poorly fitted or top-dose-only effect, or a change in a side signal; inactive = no such curve, though single readings can be large or run the other way; the % refers to the signal ratio;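 note: cells stimulated with carbachol in lithium chloride buffer; plate controls were DMSO basal wells for no effect and reference inhibitor wells for full effect; higher means more IMPase inhibition seen as more IP1 and lower FRET ratio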
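Seeded CHO-M1 cells were dosed with compound at up to 46 uM, stimulated with carbachol for 30 min, then lysed in IP-One detection reagents. Higher IP1 lowers the TR-FRET signal.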
* marks the source's active call; other numbers are inactive results; u = inconclusive; x = no result given; [ ] = dose if it differs, or a comment. Unless noted, calls come from the whole dose curve; as a rule, active = well fitted curve in the direction sought with a large enough effect; inconclusive = small, poorly fitted or top-dose-only effect, or another doubt; inactive = no such curve, though single readings can be large; an effect the other way counts as inactive or inconclusive. Unless noted, % is set by controls: 0 for no effect and ±100 for the full control effect.

#	molecule	ALOX12 inhib	PNC assembly inh	ALOX15B inhib	IMPase inh
1	Cc1cccc(C)c1N=C1SC(CC(=O)Nc2c(C)cccc2C)C(=O)N1CCc1ccccn1 (stereo not given)	-1%	-112*	x	x
2	O=c1[nH]cnc2c1nc(SCc1ccccc1)n2C1OC(CO)C(O)C1O (stereo not given)	3%	11	4%	-3
3	O=C(OCc1cnc(Cl)s1)c1cccc(Cl)c1	-5%	17	9%	0
4	Cc1ccccc1N(C(=O)c1cccs1)c1nc2ccccc2s1	-7%	u	8%	3
5	CCOC(=O)Cn1c(=O)oc2cc(S(=O)(=O)Nc3cc(OCC)ccc3OCC)ccc21	-7%	-3	-3%	-2
6	CCS(=O)(=O)n1nc(C(=O)N2CCOCC2)nc1N	-1%	u	2%	-2
7	COc1cccc(NC(=S)N(CCc2nc3cc(C)c(C)cc3[nH]2)Cc2cccnc2)c1	-3%	-14	2%	-2
8	CCN(CC)S(=O)(=O)c1cc(NC(=O)COC(=O)Cn2cnc3ccccc32)ccc1C	1%	-24	x	x
9	Cc1ccc(C(=O)c2coc3ccc(OCC(=O)O)cc23)cc1	-2%	44	-3%	0
10	CCOC(=O)Cc1csc(NC(=S)NC(=O)c2ccc([N+](=O)[O-])cc2)n1	-6%	13	x	x
11	C=CCc1ccc(OCCOc2cccc3ccc(C)nc23)c(OC)c1	3%	u	19%	1
12	O=C(CN1C(=O)NC2(CCCCCCC2)C1=O)NCc1cccs1	1%	-21	x	5
13	CCC/C(=N/NC(=O)c1csc(C)c1C)c1ccc(Cl)s1	4%	1	-8%	-1
14	O=C(NCc1ccccc1)C(=O)Nc1nc(C23CC4CC(CC(C4)C2)C3)cs1	-2%	-24	x	4
15	COc1cccc(C=Nc2ccc3c(c2)OCCO3)c1O	-4%	-16	5%[2.29 µM]	12
16	O=C1NC(=O)C(CC(=O)N(Cc2ccco2)C2(C(=O)NC3CCCC3)CCCCC2)N1 (stereo not given)	-5%	11	-1%	-3
17	O=[N+]([O-])c1c(NCCCO)cc(N2CCN(Cc3ccc4c(c3)OCO4)CC2)c2nonc12	0%	29	x	x
18	CCOC(=O)CNc1ccc(C(=O)OCC)cc1[N+](=O)[O-]	-3%	-16	x	x
19	CC/C(=N/NS(=O)(=O)c1ccc(Cl)cc1)c1ccc(O)cc1	-3%	2	x	x
20	O=C1CC(c2cc([N+](=O)[O-])ccc2Cl)c2c(ccc3ccccc23)N1 (stereo not given)	0%	-23	x	11
21	CCCCCCC1CC(CC(=O)Nc2ccc([N+](=O)[O-])cc2)C(=O)O1 (stereo not given)	1%	-104*	x	8
22	COc1cc2c(C(=O)NCCCOC(C)C)cn(CC(C)C)c(=O)c2cc1OC	-7%	25	-3%	2
23	COCCOC(=O)CC1=NC(=O)CS1	-2%	18	1%	1
24	O=C(CC1(O)C(=O)Nc2ccccc21)c1cccc(Br)c1 (stereo not given)	-1%	-4	x	x
25	Cc1ccc(-c2c(C#N)c(N)nc3c2CCCCC3)o1	-9%	1	-20%	-6
26	O=C(NCc1ccc(F)cc1)c1cc2n(n1)C(C(F)(F)F)CC(C1CC1)N2 (stereo not given)	0%	13	1%	-1
27	COC(=O)CSc1nnc(Cc2ccccc2)n1-c1ccc(C)cc1	0%	10	x	8
28	O=C(COc1ccccc1C(=O)N/N=C\c1ccc(O)c(O)c1)N/N=C/c1ccc(O)c(O)c1	u	-23	u	u
29	CCC(C)(C)n1nnnc1C(c1cccs1)N1CCN(c2nc3ccccc3s2)CC1 (stereo not given)	-2%	u	4%	15
30	COc1cccc(CC(=O)Nc2nc(-c3cccnc3)cs2)c1	-2%	-21	x	x
31	COc1ccc(-c2ccc(C#N)c(SCC(=O)OCc3ccccc3)n2)cc1OC	-8%	14	-10%	-13
32	CC(C)CC(c1nnnn1Cc1ccco1)N1CCN(C2CCCC2)CC1 (stereo not given)	-4%	36	1%	10
33	CC(=O)Oc1ccc(N2C(=O)CCC2=O)cc1	3%	8	1%	-9
34	CCOc1ccc(CCNC(=O)CCN2C(=O)COc3ccccc32)cc1OCC	-6%	-20	-2%	-4
35	NCC1CCCCC1CC(=O)O (stereo not given)	-1%	x	9%	x
36	COc1ccc(CN2CC34C=CC(O3)C(C(=O)O)C4C2=O)cc1 (stereo not given)	0%	11	3%	6
37	COc1ccc(C2=NOC(C(=O)N3CCCc4ccccc43)C2)cc1 (stereo not given)	1%	-4	9%	5
38	O=C(c1ccco1)N1CCN(C(=O)N2c3ccccc3Sc3ccccc32)CC1	-4%	-89*	-9%	-7
39	Cc1ccc(C)c(N2CCN(C(=O)c3ccccc3Br)CC2)c1	2%	-80*	1%	-9
40	COc1cc(NC(=O)c2cc3nc(-c4ccccc4)cc(-c4ccccc4)n3n2)cc(OC)c1OC	0%	55	-12%	4
41	CCCCNC(=O)Nc1cc(C(F)(F)F)c[nH]c1=O	-7%	2	-8%	7
42	c1ccc(Nc2ccccn2)cc1	0%	u	6%	-1
43	CCn1c2ccccc2c2cc(NC(=O)COc3ccccc3)ccc21	-5%	-5	x	x
44	N=c1oc2ccccc2cc1-c1nc(-c2ccccc2)cs1	-3%	48	x	5
45	COc1cccc(C(CC(=O)NCc2ccco2)NS(=O)(=O)c2ccc(C)cc2)c1OC (stereo not given)	5%	-21	-3%	-18
46	Clc1ccccc1-c1nccc(-n2ccnc2)n1	-3%	x	-21%	x
47	COc1ccccc1OCCNc1cc(N2CCOCC2)ccc1[N+](=O)[O-]	-6%	43	-19%	-3
48	CC(=O)NC(c1ccccc1)c1cccnc1 (stereo not given)	0%	-16	-1%	-10
49	CCOC(=O)Nc1ccc2c(c1)N(C(=O)CN1CCN3CCCC3C1)c1ccccc1CC2 (stereo not given)	1%	-7	8%	5
50	CC(NC(=O)COc1ncnc2cc([N+](=O)[O-])ccc12)c1ccccc1 (stereo not given)	2%	-2	x	x
51	O=C(C(Cc1ccccc1)n1cccc1)N1CCN(C2CCCCC2)CC1 (stereo not given)	-4%	u	27%	2
52	CC(=O)OC1CC2C(C)(C)C(=O)[C@@H]3OC3[C@@]2(C)C2CC[C@]3(C)C(=CC(=O)OC3c3ccoc3)[C@]12C (stereo not given in full)	5%	x	-4%	x
53	Oc1c(Cl)cc(Cl)c(Cl)c1Cl	0%	x	-6%	x
54	COc1ccccc1-c1cc(C(F)(F)F)nc(NCc2ccco2)n1	-3%	15	u	5
55	Cn1nc(C(F)(F)F)c2cc(NC(=O)OCc3ccc(F)cc3)sc21	-28%	-26	0%	1
56	O=C(Nc1ccccc1)c1nnsc1S(=O)c1ccc(Cl)cc1 (stereo not given)	u	-18	1.3µM*	5
57	COc1ccccc1CNC(=O)C1CCN(C(=O)N(C)C)CC1	1%	25	2%	-8
58	COc1cc(NC2c3ccccc3C(=O)N2Cc2ccc3c(c2)OCO3)cc(OC)c1OC (stereo not given)	-4%	-22	-7%	14
59	COC(=O)c1[nH]c2ccccc2c1NC(=O)CN1CCC(C(N)=O)(N2CCCCC2)CC1	3%	16	5%	12
60	CCOC(=O)c1sc(NC(=O)c2cc3n(n2)C(C(F)(F)F)CC(c2cccs2)N3)c(C(=O)OCC)c1C (stereo not given)	-1%	19	-15%	0

Next part
#	molecule	ALOX12 inhib	PNC assembly inh	ALOX15B inhib	IMPase inh
61	COC(=O)C(NS(C)(=O)=O)(c1c(C)[nH]c2ccccc12)C(F)(F)F (stereo not given)	-5%	u	4%	2
62	CC(=O)c1cc(C#N)c(Oc2cccc(C(F)(F)F)c2)nc1C	-3%	27	2%	2
63	COc1cccc(C2CC(c3ccccc3OC)n3nc(N)nc3N2)c1 (stereo not given)	2%	u	30%	6
64	O=C(NC(CSCc1ccccc1)C(=O)N/N=C/c1ccc(O)cc1O)c1ccc([N+](=O)[O-])cc1 (stereo not given)	u	-5	31%[activator]	8
65	O=C(NCc1ccccc1)c1cc(-n2cnnc2)ccc1Cl	-1%	52	8%	-10
66	CSc1nc2[nH]c3c(c2c2nncn12)CC(C)(C)OC3	-3%	53	3%	2
67	CCn1c(Cc2c(C)[nH]c3ccccc23)nnc1SCC(N)=O	-1%	u	7%	16
68	C/C(Cl)=C/Cn1c(=O)c2c(nc(Br)n2Cc2ccccc2)n(C)c1=O	-9%	1	10%	u
69	Fc1ccccc1CSc1ncnc2c1oc1ccccc12	-5%	u	6%	7
70	C=CCn1c(SCC(=O)N2CCc3ccccc3C2)nc2ccccc2c1=O	1%	6	-5%	-3
71	Cc1cccc2c(CC(=O)Nc3ccccc3)noc12	-3%	-22	x	x
72	CCCOc1ccc(-c2nnc(-c3cccs3)o2)cc1	3%	-14	x	-13
73	O=C(NCCCN1CCCC1=O)c1cc(=O)c2ccccc2o1	1%	27	-1%	-3
74	COc1ccc(CC(=O)Nc2ccc(S(=O)(=O)Nc3nccc(C)n3)cc2)cc1	4%	-2	-6%	-5
75	COc1ccc(C(=O)N2CCc3cc(OC)c(OC)cc3C2)cc1OC	-1%	32	-9%	0
76	Cc1cc2c(N)cccc2nn1	-17%	27	-3%	u
77	CC1(C)Cc2c(sc3ncn4nc(CCC(=O)O)c(=O)nc4c23)CO1	0%	11	-5%	3
78	COc1cccc(/C=N/NC(=O)CCCC(=O)Nc2ccc(Br)cc2)c1	-6%	u	x	6
79	COC(=O)c1c(N)c(C#N)c2n1CCCCC2	-1%	-2	-3%	u

This is a subset (hit frequency here may not be typical).
